# Bioassay records (PubChem BioAssay)
# NCI-60 one-dose screen, 48 h, at 10 µM unless noted. Numbers give growth in % (100 = growth as untreated, 0 = no growth, -100 = all killed).
# HCT-116: HCT-116 colon cancer. 82,000 compounds, 7.3% hits. AID 1794798
# NCI-H322M: NCI-H322M lung cancer | 80,000 compounds, 2.7% hits | AID 1794733
# COLO 205: COLO 205 colon cancer | 79,000 compounds, 7.3% hits
# NCI-H460: NCI-H460 lung cancer | 82,000 compounds, 6.8% hits
# NCI/ADR-RES: NCI/ADR-RES ovarian cells. 81,000 compounds, 4.4% hits
# NCI-H226: NCI-H226 lung cancer. 79,000 compounds, 3.5% hits. AID 1794732
# NCI-H522: NCI-H522 lung cancer; 78,000 compounds, 8% hits; AID 1794739
# HT29: HT29 colon cancer. 81,000 compounds, 7.4% hits
# HCT-15: HCT-15 colon cancer; 82,000 compounds, 5.2% hits; AID 1794746
# The depositor's hits bear a star; . = not tested or not shown; & = joins results of further samples. The calls were made as follows: active = growth percent below 10; inactive = the rest.
SMILES,HCT-116,NCI-H322M,COLO 205,NCI-H460,NCI/ADR-RES,NCI-H226,NCI-H522,HT29,HCT-15
N#CC1(C#N)C2CCCCC2(/C=N/Nc2ccccc2)C1(C#N)C#N (stereo not drawn),91,99,115,99,101,93,90,105,103
N#CC(C#N)C(C#N)c1ccc(Cl)c(Cl)c1 (stereo not drawn),104,90,112,108,100,97,107,110,99
CC(C)=NNc1nc2ccccc2s1,101,106,107,105,103,82,93,105,101
O=C(NNC(=S)Nc1ccc(C(=O)O)c(O)c1)c1ccncc1,99,88,113,109,97,.,.,111,115
Nc1c(C(=O)Nc2ccccn2)sc2nc3c(cc12)C(=O)CCC3,26,44,7.6*,6.3*,22,75,12,12,28
COc1cc(OC)c2c(=O)c3c([C@H]4c5c(OC)c(O)c6oc7cc(OC)cc(OC)c7c(=O)c6c5[C@@H]5C=C(C)CC(C)(C)[C@H]45)cc(OC)c(O)c3oc2c1,66,81,86,82,85,76,68,75,70
Cc1cn2c(-c3ccc(Br)cc3)cnc2s1,101,98,114,101,102,92,89,101,98
Cc1cccc(Nc2nc(-c3c(C)nc4ncccn34)cs2)c1,74,85,76,77,45,64,45,51,49
O=C(/C=C/c1ccncc1)N1CCc2ccc([N+](=O)[O-])cc2C1,104,97,116,108,109,105,101,109,93
Fc1ccc(Nc2nnc(-c3cc(F)c(F)c(F)c3)o2)cc1,96,104,109,107,115,114,85,95,94
COC1OC2COC(c3ccccc3)OC2C(O)C1O (stereo not drawn),98,107,110,106,104,94,107,112,97
COc1ccc(-c2nc3c(ccc4ccccc43)o2)cc1OC,91,92,86,99,98,81,105,105,101
O=C(O)C(=O)Nc1ncn[nH]1,109,119,104,106,105,.,92,104,94
O=C(Nc1ncc(Cc2ccc(F)cc2)s1)C(=S)N1CCOCC1,107,100,115,105,104,95,93,108,103
C#Cc1ccc(-n2c(/C=C/c3cccc(OC(F)(F)F)c3)nc3ncccc3c2=O)cc1,95,89,112,103,104,98,89,117,92
CSc1oc(-c2ccccc2)nc1S(=O)(=O)c1ccc(C)cc1,96,92,112,100,95,101,85,104,92
COc1ccc(C(=O)CSc2nccc(Nc3ccc(S(=O)(=O)Nc4nccs4)cc3)n2)cc1,96,113,106,107,106,93,82,110,108
O=C(CCSCCC(=O)N/N=C/c1cccc(Cl)c1)N/N=C\c1cccc(Cl)c1,105,103,113,109,107,100,102,104,98
O=C(Nc1ccc(Br)cc1)c1ccc(Cl)c(Cl)c1,21,42,84,14,37,62,60,40,32
N#C/C(=C\c1ccc(O)cc1)c1nc2ccccc2s1,109,72,118,103,101,94,71,102,90
O=c1[nH]c2c(cc1S(=O)(=O)c1ccccc1)CCc1c-2cnn1-c1ccc(Cl)cc1,98,.,115,103,114,86,109,111,92
COc1ccc(Nc2cc(=S)nc(N)[nH]2)cc1,105,98,112,116,108,121,100,.,115
CCN1C(=O)N(CC)C2SC(N/N=C/c3cccs3)=NC21 (stereo not drawn),3.0*,47,-63*,3.7*,-0.3*,36,-48*,1.6*,15
C[C@H]1[C@H](C)CC[C@]2(C(=O)OCCCC[P+](c3ccccc3)(c3ccccc3)c3ccccc3)CC[C@]3(C)C(=CC[C@@H]4[C@@]5(C)CC[C@H](OC(=O)C(Cl)Cl)C(C)(C)[C@@H]5CC[C@]43C)[C@H]12,-89*,-11*,-85*,-84*,37,-79*,-55*,-55*,-69*
CN1c2ccccc2S(=O)(=O)n2c(SCC(=O)Nc3nc4ccc(F)cc4s3)nnc21,110,93,114,103,90,113,72,119,119
SMILES,HCT-116,NCI-H322M,COLO 205,NCI-H460,NCI/ADR-RES,NCI-H226,NCI-H522,HT29,HCT-15
N#C/C(=C\c1cccc(Br)c1)C(=O)c1ccccc1,103,104,122,103,104,92,119,110,92
c1ccc2c(c1)nc(-c1ccc3c(c1)OCO3)c1cccn12,96,106,97,101,101,95,76,99,98
Brc1ccc(SSc2ccc(Br)cc2)cc1,57,92,91,68,66,94,85,97,77
CN(C(=O)CSC(N)=O)c1ccccc1,103,115,105,103,110,101,102,110,107
COc1ccc(-c2nc3ccc(C(=O)N=Nc4c(O)[nH]c5ccc(Cl)cc45)cc3[nH]2)cc1,101,121,114,126,121,110,105,112,118
S=C(c1ccccc1)N1CCOCC1,109,95,117,113,114,103,104,.,110
COc1ccccc1C(=O)NNC(=O)CSc1nc2ccccc2c(=O)[nH]1,99,104,119,90,106,83,94,107,98
CCOC(=O)c1c(N)nn2c(-c3ccccc3)cc(C)nc12,107,104,114,114,106,107,96,107,98
FC(F)(F)c1ccc(/C=N/Nc2nnc3n2N=C(c2ccc(Cl)cc2)CS3)cc1,33,61,89,44,47,21,58,70,80
O=C1C=CC2(NN=C(c3ccccc3)N2c2ccc(Cl)cc2)c2cccc(O)c21 (stereo not drawn),26,90,94,64,45,61,51,73,19
CC(C)NCC(O)COc1cccc2ccccc12 (stereo not drawn),92&91,96&80,99&110,105&100,117&96,104&90,94&80,90&76,98&101
Cn1cc(-c2noc(C(=O)c3cn(C)c4ncccc34)n2)c2cc(F)ccc21,96,93,101,100,99,90,97,106,91
Cn1ccc(=O)c(C(=O)Nc2nsc3ccc([N+](=O)[O-])cc23)c1,56,45,77,48,68,77,53,68,55
C=C1C(=O)O[C@H]2[C@H]1CC/C(COC(=O)C(=O)c1cn(C)c3ccc(Cl)cc13)=C\CC[C@@]1(C)O[C@@H]21,-96*,-69*,-65*,-70*,-3.6*,-71*,-66*,-71*,-63*
O=C(O)C1CCC(=O)N1C(=O)OCc1ccccc1 (stereo not drawn),107,94,124,106,98,94,93,101,97
c1ccc(CCNc2ccnc3ccccc23)cc1,60,103,89,82,71,62,69,82,81
COc1ccc(-c2cc(-c3cccnc3)nc3oc(C(=O)c4ccc(C)cc4)c(N)c23)cc1OC,70,81,95,89,84,87,66,66,53
CC(=O)Oc1cc(OC(C)=O)c2oc(=O)c(-c3ccccc3)cc2c1,96,98,93,104,102,92,83,101,98
O=C(Nc1ccc(Oc2ccc(=O)[nH]n2)cc1)Nc1ccc(Cl)c(C(F)(F)F)c1,83,106,107,103,94,110,74,88,84
O=C(Cn1ccc(=O)[nH]c1=O)c1ccc([N+](=O)[O-])o1,89,120,72,100,107,103,-92*,101,95
N#Cc1c(Nc2ccccc2)n[nH]c1N,97,107,106,108,98,104,104,87,100
CC(=O)CC1(O)C(=O)c2cccc3cccc1c23 (stereo not drawn),103,115,112,133,110,97,91,121,114
COc1ccc(-c2nc3ccccn3c2-c2nnc(-c3ccc(OC)c(OC)c3)o2)cc1,98,103,98,102,86,90,62,101,88
CC(C)Oc1ccccc1C(=O)Nc1ccccc1C(=O)Nc1cccc(S(=O)(=O)C(F)(F)F)c1,81,96,107,97,91,97,80,83,77
NNc1cc(Cl)c(S(=O)(=O)O)cc1Cl,97,82,114,109,89,91,103,117,95
SMILES,HCT-116,NCI-H322M,COLO 205,NCI-H460,NCI/ADR-RES,NCI-H226,NCI-H522,HT29,HCT-15
CC(=O)Nc1cccc(-n2c(COc3ccc(I)cc3)nc3ccccc32)c1,104&80,107&102,128&97,112&103,111&77,113&68,111&70,119&105,108&70
O=c1sc2cc(Nc3ncnc4c3cnn4-c3ccccc3)ccc2n1Cc1ccc(Cl)cc1,80,76,93,84,85,71,.,106,86
COc1ccc(/C=c2/c(=O)n(-c3ccccc3)c3nn4c(-c5ccc(Cl)cc5)nnc4n23)cc1,102,100,113,101,101,81,94,112,104
Cc1ccc2oc(=O)cc(-c3nnc(N)s3)c2c1,103,95,118,104,100,90,101,113,99
Cc1ccc(S(=O)(=O)NCCCNc2nccc(-c3c(-c4ccccc4)nc4occn34)n2)cc1,92,102,90,108,87,88,78,72,90
Cc1ccc(NC(=O)c2sc3nc4c(cc3c2N)C(=O)CCC4)cc1C,28,42,-25*,7.9*,11,80,-9.2*,9.7*,31
CC1=C(C(=O)OCc2ccccc2)C(c2cn[nH]c2-c2ccc(OCc3ccccc3)cc2)NC(=S)N1 (stereo not drawn),73,105,87,89,103,81,65,79,73
O=C(Cn1cc(COc2ccc([N+](=O)[O-])cc2)nn1)Nc1nc2ccccc2s1,106,.,108,106,104,103,88,102,111
CCCn1ccnc1C(O)c1ccc(OCc2ccccc2)c(OC)c1 (stereo not drawn),93,90,93,103,91,97,66,103,94
CC1(C)CC[C@]23CC[C@]4(C)[C@H](CC[C@@H]5[C@@]6(C)CC[C@H](N)C(C)(C)[C@@H]6CC[C@]54C)[C@H]2[C@H]1OC3,-83*,94,-40*,-35*,2.9*,97,99,20,-52*
CN1C(=O)/C(=C/c2nc(-c3cccc(F)c3)n3ccccc23)c2ccccc21,44,81,93,56,66,84,40,89,93
NC1=C(O)C(=O)C(c2ccc(C3OC(N)=C(O)C3=O)cc2)O1 (stereo not drawn),101,108,116,103,105,105,105,103,108
OCCCNc1oc(-c2ccccc2)nc1[P+](c1ccccc1)(c1ccccc1)c1ccccc1,7.8*,32,-52*,4.0*,95,-5.5*,2.1*,6.5*,46
COc1ccc(C2N(NC(=O)Nc3ccc(F)cc3)C(=O)c3ccccc3N2C)cc1 (stereo not drawn),86,101,116,124,95,123,96,109,94
C[C@]12CC[C@@H]3c4ccc(O)cc4CC[C@H]3[C@@H]1CC[C@@H]2NS(=O)(=O)c1cccc(C(F)(F)F)c1,40,74,43,55,52,63,33,41,46
Cc1cc2nc3c4ccccc4n(CCNCCN(C)C)c3nc2cc1C,-58*,36,-72*,5.5*,25,53,18,-40*,8.7*
CCOC(=O)C1=C(C)NC(SCc2nnc(-c3ccc(C)cc3)o2)=NC1c1ccc(F)cc1 (stereo not drawn),81,90,107,99,95,90,78,88,89
O=C1NC(SCc2ccccc2)=N/C1=C/c1cccc(OCc2ccc(Cl)cc2)c1,39,96,106,94,100,83,86,89,95
Cc1nn2c(-c3nc4ccc(Cl)cc4[nH]3)c(-c3ccccc3)nc2s1,93,96,114,103,98,98,84,105,.
Cc1cccc(-c2nnc(-c3cccc4ccccc34)o2)c1,81,97,106,99,92,86,87,89,80
Cc1cc[n+](CCC(N)=O)cc1,116,105,110,105,100,105,93,94,108
CCCCCC(=O)NCCC(=O)c1ccccc1,104,98,111,100,109,77,72,89,96
OCc1c(CO)c(-c2ccc(Cl)c(Cl)c2)n2c1CCC2,98,92,103,99,98,92,84,108,98
CN(C)CC1CCCCC1O (stereo not drawn),105,103,124,105,105,89,92,101,101
O=C1c2c(c(=O)[nH]c3ccccc23)CCN1Cc1ccccc1,95,.,.,108,99,97,91,99,97
SMILES,HCT-116,NCI-H322M,COLO 205,NCI-H460,NCI/ADR-RES,NCI-H226,NCI-H522,HT29,HCT-15
COc1cc2nc(N3CCC[C@H](NC4=CC(=O)c5ccccc5C4=O)C3)nc(N)c2cc1OC,-85*,-72*,-80*,-66*,29,107,74,-69*,-63*
CN1C(=O)N(C)C2C1NN=c1s/c(=C\c3c[nH]c4ccccc34)c(=O)n12 (stereo not drawn),5.9*,50,-53*,1.6*,16,.,11,11,12
O=C1Nc2ccc(Cl)cc2C12Nc1ccccc1S2 (stereo not drawn),91,102,88,97,108,.,96,98,95
Cc1ccc(S(=O)(=O)NCCNc2nc(Nc3ccc(N4CCN(C)CC4)cc3)nc3ccsc23)cc1,70,110,113,96,100,104,109,63,29
NS(=O)(=O)c1ccc(N/N=C(/CS(=O)(=O)c2ccccc2)c2cc3cc(Br)ccc3oc2=O)cc1,96,94,110,107,97,89,85,109,97
CCCCCCCc1nc(C#N)c(NCc2cccnc2)o1,96,87,117,105,87,81,79,99,85
COc1ccc(/C=C2\Oc3cc(OCCN4CCCCC4)ccc3C2=O)cc1,75,89,101,97,94,99,98,75,83
Cc1ccc(C2=CSC3=NC(=O)C(CCN4CCOCC4)N23)cc1 (stereo not drawn),94,105,105,99,96,97,66,102,92
CC1=CC(C)(C)NC(=S)N1c1ccc(N(C)C)cc1,102,94,117,104,99,99,102,107,97
O=c1c2cc(F)ccc2sc2c(-n3ccnc3)nc3ccccc3c12,93,85,99,84,97,92,79,92,94

# Compounds shown so far with a nitro group on carbon (4):
SMILES,HCT-116,NCI-H322M,COLO 205,NCI-H460,NCI/ADR-RES,NCI-H226,NCI-H522,HT29,HCT-15
O=C(/C=C/c1ccncc1)N1CCc2ccc([N+](=O)[O-])cc2C1,104,97,116,108,109,105,101,109,93
Cn1ccc(=O)c(C(=O)Nc2nsc3ccc([N+](=O)[O-])cc23)c1,56,45,77,48,68,77,53,68,55
O=C(Cn1ccc(=O)[nH]c1=O)c1ccc([N+](=O)[O-])o1,89,120,72,100,107,103,-92*,101,95
O=C(Cn1cc(COc2ccc([N+](=O)[O-])cc2)nn1)Nc1nc2ccccc2s1,106,.,108,106,104,103,88,102,111

# Part of the list above with just HT29, NCI-H460 and HCT-15:
Structure	HT29	NCI-H460	HCT-15
COc1ccc(/C=c2/c(=O)n(-c3ccccc3)c3nn4c(-c5ccc(Cl)cc5)nnc4n23)cc1	112	101	104
Cn1cc(-c2noc(C(=O)c3cn(C)c4ncccc34)n2)c2cc(F)ccc21	106	100	91
O=C1C=CC2(NN=C(c3ccccc3)N2c2ccc(Cl)cc2)c2cccc(O)c21 (stereo not drawn)	73	64	19
COC1OC2COC(c3ccccc3)OC2C(O)C1O (stereo not drawn)	112	106	97

# Record cards, as listed above. Screens in order: HCT-116	NCI-H322M	COLO 205	NCI-H460	NCI/ADR-RES	NCI-H226	NCI-H522	HT29	HCT-15
# COc1ccc(/C=C2\Oc3cc(OCCN4CCCCC4)ccc3C2=O)cc1 as listed: 75	89	101	97	94	99	98	75	83
# O=c1c2cc(F)ccc2sc2c(-n3ccnc3)nc3ccccc3c12 as listed: 93	85	99	84	97	92	79	92	94
